Source: PubChem BioAssay
TMEM16A act – TMEM16A chloride channel activators or potentiators, primary screen, cell-based, HTS. HEK293 TMEM16A/YFP-H148Q/I152L, iodide quench fluorescence; hits give low values. Anoctamin-1 (Mus musculus), Q8BHY3. AID 623877, 2012. B-score at 10 µM. hit rate 0.3% among 340,000;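 active = fluorescence-ratio B-score plate-corrected deviation score at least 3 library SD below zero, with starting fluorescence score within 5 deviations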;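 also: channel opened by trigger with iodide after compound preincubation; score built on the fluorescence ratio of max minus min over baseline; more negative score means more quench and so TMEM16A activation or potentiation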
Target sequence (Q8BHY3 whole entry, looked up): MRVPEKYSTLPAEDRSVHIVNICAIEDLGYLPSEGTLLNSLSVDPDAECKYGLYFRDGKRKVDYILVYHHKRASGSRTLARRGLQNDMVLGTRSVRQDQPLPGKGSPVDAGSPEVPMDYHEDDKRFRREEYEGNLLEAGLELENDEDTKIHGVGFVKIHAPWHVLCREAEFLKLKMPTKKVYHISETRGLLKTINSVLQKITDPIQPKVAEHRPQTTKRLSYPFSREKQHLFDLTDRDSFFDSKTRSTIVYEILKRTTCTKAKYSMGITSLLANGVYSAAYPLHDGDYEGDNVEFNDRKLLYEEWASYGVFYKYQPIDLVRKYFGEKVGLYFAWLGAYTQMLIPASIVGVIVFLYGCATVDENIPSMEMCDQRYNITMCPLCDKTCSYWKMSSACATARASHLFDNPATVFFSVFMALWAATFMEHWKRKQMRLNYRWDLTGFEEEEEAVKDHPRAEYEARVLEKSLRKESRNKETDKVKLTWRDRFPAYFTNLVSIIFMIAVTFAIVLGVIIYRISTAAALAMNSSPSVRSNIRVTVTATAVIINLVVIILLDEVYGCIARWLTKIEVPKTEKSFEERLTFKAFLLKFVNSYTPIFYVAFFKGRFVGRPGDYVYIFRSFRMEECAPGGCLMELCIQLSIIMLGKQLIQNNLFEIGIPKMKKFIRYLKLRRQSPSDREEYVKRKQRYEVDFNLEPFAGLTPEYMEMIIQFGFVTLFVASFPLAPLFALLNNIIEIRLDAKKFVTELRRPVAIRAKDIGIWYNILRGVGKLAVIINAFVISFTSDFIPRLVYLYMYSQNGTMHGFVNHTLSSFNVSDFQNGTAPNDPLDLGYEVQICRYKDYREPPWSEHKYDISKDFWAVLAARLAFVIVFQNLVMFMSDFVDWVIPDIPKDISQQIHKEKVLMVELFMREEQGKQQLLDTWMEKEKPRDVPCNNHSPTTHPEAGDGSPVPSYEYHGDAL
KCNQ1 inh – inhibitors of human KCNQ1 channel, primary screen, cell-based, thallium flux, high-throughput; hit rate 1.3% among 310,000; B-score at 10 µM; CHO-K1 KCNQ1, FluxOR thallium flux fluorescence; hits give high values; AID 2642, 2010;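 active = compounds whose thallium flux B-score, printed positive for inhibition, exceeds three library SD while starting fluorescence stays within three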;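 also: channel opened by potassium depolarization with thallium stimulus after 20 min compound exposure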
RGS4 pot – RGS4 potentiators or activators, primary screen, cell-based, HEK293 M3R inducible RGS4, calcium flux; carbachol calcium flux Fluo4; hits give low values; B-score at 10 µM; hit rate 0.92% among 310,000; AID 463111, 2010;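 active = B-score of the integrated calcium signal more than 4 SD below the library mean, with starting fluorescence not abnormally high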;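 also: negative B-score means reduced calcium response which marks RGS4 activation or potentiation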
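Detection: kinetic calcium fluorescence imaging with Fluo4-AM dye, 2 µM / Material: HEK293 cells with stable M3R and inducible RGS4 / Schedule: recording 10 s baseline at 1 Hz, 100 s post-agonist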
HDAC3 inh – HDAC3 deacetylase inhibitors, primary screen, biochemical, fluorescence, cell-free homogeneous; inhibition, % at 8.3 µM; hit rate 0.15% among 320,000; recombinant HDAC3, fluorogenic peptide/trypsin coupled; Histone deacetylase 3 (Homo sapiens), O15379; AID 2718, 2010; in the data active = inhibition above about 26%, passing the limit was not always enough; inconclusive = no clear call, values can overlap the other calls
KCNK9 inh – KCNK9 potassium channel inhibitors, primary screen, HEK293 cells, thallium flux | Potassium channel subfamily K member 9 (Homo sapiens), Q9NPC2 | FluxOR thallium flux fluorescence; hits give low values | B-score at 10 µM | hit rate 1.2% among 310,000;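 active = ratio B-score over 3 SD below the library mean, with starting fluorescence within 5 SD of its mean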;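 also: negative B-score means less thallium flux so channel inhibition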
TMEM16A inh – TMEM16A chloride channel inhibitors, primary screen, cell-based, HTS; Anoctamin-1 (Mus musculus), Q8BHY3; HEK293 TMEM16A/YFP iodide influx fluorescence, ionomycin; normalized B-score (activity score, 25-100; higher = stronger inhibition) at 10 µM; hit rate 1.2% among 310,000; AID 588511, 2011;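 active = ratio plate-corrected score three or more library SD toward inhibition, starting fluorescence score within five deviations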;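 also: score derived from kinetic fluorescence span divided by baseline fluorescence per well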
hERG protect – hERG rescue from dofetilide block, primary screen, cell-based, CHO-hERG, FluxOR thallium flux, dofetilide IC70; Voltage-gated inwardly rectifying potassium channel KCNH2 (Homo sapiens), Q12809; dofetilide IC70 present; activation (rescue from dofetilide block), less the hit threshold, % at 10 µM; hit rate 0.51% among 310,000; AID 1511, 2009;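 active = activation above the mean of controls blocked by dofetilide plus 5 SD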;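 also: thallium influx through hERG after potassium depolarization seen as dye fluorescence rise; in these data hits start at about 4.7%; inactives centre near -7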
RGS4 inh – RGS4 inhibitors, primary screen, cell-based, HEK293 M3R inducible RGS4, calcium flux; Fluo-4 calcium flux; hits give high values; triggered by carbachol at its EC20; B-score at 10 µM; hit rate 0.45% among 310,000; AID 463165, 2010;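 active = B-score, a plate-corrected calcium signal, over three deviations above library mean, with baseline fluorescence within five deviations of library mean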;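 also: RGS4 expression induced by doxycycline in cells with stable M3 receptor; B-score is computed from the integrated fluorescence ratio over baseline after carbachol; higher B-score means a larger calcium signal and so more RGS4 inhibition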
KCNK3 inh – human KCNK3 channel inhibitors, primary screen, CHO cells, FluxOR thallium flux, B-score; B-score at 10 µM; Potassium channel subfamily K member 3 (Homo sapiens), O14649; hit rate 0.84% among 340,000; FluxOR fluorescence; hits give low values; AID 602410, 2012;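 active = B-score under library mean minus 4 SD, starting fluorescence ratio at most library mean plus 5 SD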;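 also: more negative B-score means stronger inhibition of thallium flux through KCNK3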
SKKanGAS inh – S. pyogenes SKKanGAS growth inhibitors in kanamycin, primary screen, streptokinase expression inhibitor project, SKKanGAS strain, BacTiter-Glo luminescence | hit rate 1.3% among 300,000 | inhibition, % at 7.5 µM | 6 h;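 active = mean replicate score, as percent of positive control median, at least 50; inconclusive = mean below 50 but one replicate at or above 50; inactive = mean and every replicate below 50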;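 also: strain carries kanamycin resistance gene driven by streptokinase promoter and grows in 40 µg/ml kanamycin; loss of luminescence reflects streptokinase promoter inhibition or plain growth inhibition; 0% = median of DMSO wells and 100% = positive control at its reference dose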
KCNQ1 pot – potentiators or activators of KCNQ1 channel, primary screen, cell-based, thallium flux, high-throughput | Potassium voltage-gated channel subfamily KQT member 1 (Homo sapiens), P51787 | CHO-K1 KCNQ1, thallium flux FluxOR fluorescence; hits give high values | B-score at 10 µM | hit rate 0.35% among 310,000;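 active = fluorescence ratio B-score, a plate-corrected score, at least three library SD, with initial intensity B-score within 5 SD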
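Doses: Single concentration per compound, DMSO matched to controls | Test system: KCNQ1-transfected CHO-K1 cells | Timing: 90 min dye loading and 20 min compound exposure, both at room temperature | Measured by: Kinetic FluxOR thallium fluorescence, 10-s 1-Hz baseline, 110-s post-stimulus read | Medium: Assay buffer with matched DMSO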
* hit, by the source's call; i = inactive; ? = inconclusive; · = no result given. Hits appear at their usual frequency. Share with any hit: about 6.3%.

Each structure is followed by: TMEM16A act	KCNQ1 inh	RGS4 pot	HDAC3 inh	KCNK9 inh	TMEM16A inh	hERG protect	RGS4 inh	KCNK3 inh	SKKanGAS inh	KCNQ1 pot
- CC(C)CN(CC(C)C)C(=S)Nc1ccc(Cl)cc1
  i	i	i	16	i	i	-7	i	i	1	i
- COc1ccc(-c2nc(CS(=O)CC(=O)N3CCN(C)CC3)c(C)o2)cc1 (stereo not drawn)
  i	i	i	-10	i	i	-5	i	i	1	i
- COC(=O)CCCC(=O)N1CCOCCN(C(=O)CCCC(=O)OC)CCOCC1
  i	i	i	4	i	i	-7	i	i	-2	i
- COc1cc(OC)c(OC)cc1/C=C1/C(=O)N=C(N)N1C
  i	i	i	3	i	i	0	i	i	-4	i
- Cc1ccc(C)c(NC(=O)CSc2nnc(-c3ccncc3)n2N)c1
  i	i	i	0	i	i	-14	i	i	-8	i
- O=C(Nc1cccc(S(=O)(=O)NC2=NCCC2)c1)c1cc(-c2ccco2)nc2ccccc12
  i	i	i	·	i	i	-5	i	i	3	i
- COc1cc(OC)c(C(=O)N/N=C/c2ccoc2)cc1OC
  i	i	i	-2	i	i	-2	i	i	-7	i
- CCc1cc(=O)oc2cc(C)cc(OCC(C)=O)c12
  i	i	i	-32	i	i	-12	i	i	9	i
- Oc1ccc(Cl)cc1C(C#Cc1ccccc1)N1CCOCC1 (stereo not drawn)
  i	i	i	7	i	i	-4	i	i	32	i
- Cn1c(=O)n(Cc2ccc(Br)cc2)c2ccccc21
  i	i	i	-1	i	i	-9	i	i	0	i
- COc1ccc(OCC(=O)Nc2ccc3oc(=O)ccc3c2)cc1
  i	i	i	-5	i	i	-9	i	i	-2	i
- COc1ccc2[nH]c(CN3CCN(CCC(C)C)C(CCO)C3)c(C)c2c1 (stereo not drawn)
  i	i	i	9	i	i	-3	i	i	-14	i
- Cc1ccc(S(=O)(=O)N2CCOCC2)cc1C(=O)OC1CCCCC1=O (stereo not drawn)
  i	i	i	6	i	i	-7	i	i	6	i
- CN(C)C(=O)C1C2NC(=S)N(c3ccc(Cl)cc3)C1(C)Oc1ccc(Cl)cc12 (stereo not drawn)
  i	i	i	3	i	i	-7	i	i	6	i
- Cn1c(=O)[nH]c(=O)c2c1nc(CN1CCOCC1)n2Cc1ccccc1
  i	i	i	2	i	i	-16	i	i	-3	i
- CC(=O)Nc1ccccc1-c1nnn(CC(=O)Nc2ccc3c(c2)OCCO3)n1
  i	i	i	-1	i	i	-3	i	i	2	i
- O=C1CN(C(=O)CNCc2cccc(Cl)c2)c2ccccc2N1
  i	i	i	4	i	i	-6	i	i	-7	i
- COc1ccc(COC(=O)C2=C(C)NC(=O)NC2c2ccc(OC)cc2)cc1 (stereo not drawn)
  i	i	i	1	i	i	-10	i	i	4	i
- CC(C)Oc1ccc(Cn2c(=O)oc3ccccc32)cc1
  ·	i	i	-2	i	i	-5	i	i	4	i
- O=C(NCc1cccs1)c1ccc(Cl)c(S(=O)(=O)N2CCCC2)c1
  i	i	i	2	i	i	-8	i	i	-5	i
- C=CCNC(=S)N1CCN(c2cc3c(cc2F)c(=O)c(C(=O)O)cn3CC)CC1
  i	i	i	2	i	i	-1	i	i	18	i
- Cc1ccc(C2(C(F)(F)F)NC(=O)N3N=C4CCCCCN4C3=C2C#N)cc1 (stereo not drawn)
  i	i	i	-1	i	i	-13	i	i	9	i
- NC(=O)CSc1nccn1Cc1ccccc1
  i	i	i	0	i	i	-12	i	i	-5	i
- COc1ccc2[nH]cc(CCNC(=O)COc3cc(C)cc4oc(=O)cc(C)c34)c2c1
  i	i	i	?	i	i	-12	i	i	5	i
- CCc1cccc(CC)c1NC(=O)C[n+]1cccc(C(N)=O)c1
  i	i	i	-3	i	i	-4	i	i	-7	i
- Cc1ccc(C)c2c1cc(C)c1nnc(SCC(=O)N3CCCc4ccccc43)n12
  i	i	i	0	i	i	-17	i	i	-6	i
- CCOc1ccccc1N1CCN(C(=O)c2cccc(-c3ccc(O)cc3)c2)CC1
  i	i	i	13	i	i	-8	i	i	11	i
- Cc1cccc(C)c1OCCNC(=O)c1ccc2ccccc2n1
  i	i	i	3	i	i	-14	i	i	-12	i
- Cc1ccc(S(=O)(=O)N(C)c2ccc(C(=O)N3CCCCC3)cc2)cc1
  i	i	i	6	i	i	-5	i	i	5	i
- COc1ccc(CN(C)C(=O)C2CCN(C(=O)Nc3ccccc3)CC2)cc1
  i	i	i	·	i	i	-9	i	i	21	i
- Cc1ccc[n+](CC(=O)c2ccccc2)c1
  ·	i	i	6	i	i	-8	i	·	-5	i
- COc1cc(C(Nc2ccccn2)c2c(NC(=O)c3ccco3)sc(C)c2C)cc(OC)c1OC (stereo not drawn)
  i	i	i	-2	i	i	-8	i	i	1	i
- O=C(O)c1ccc(/C=N/Nc2ncc(C(F)(F)F)cc2Cl)cc1
  i	i	i	·	i	i	-9	i	i	-5	i
- CC(NC(=O)Nc1ccccc1)C(c1cccs1)N1CCOCC1 (stereo not drawn)
  i	i	i	7	i	i	-9	i	i	-3	i
- O=C(Nc1ccc(O)c2c(=O)cc(-c3cccc(Cl)c3)oc12)c1ccccc1Cl
  i	i	i	1	i	i	-9	i	i	15	i
- COCCCNC(=O)Nc1ccc(F)cc1F
  i	i	i	14	i	i	-9	i	i	-3	i
- Cc1cccc(NC(=O)C(=O)NCC2CCCN2S(=O)(=O)c2cccs2)c1C (stereo not drawn)
  i	i	i	-4	i	i	-16	i	i	-6	i
- CN(CCOc1cccc2ccccc12)Cc1ccccc1
  i	i	i	9	i	i	-1	i	i	18	i
- CCn1cc(C(=O)NCCC2=CCCCC2)c(=O)c2cc(S(=O)(=O)N(C)C)ccc21
  i	i	i	-9	i	i	-2	i	i	-6	i
- Cc1ccc(-c2cc[n+](Cc3ccccc3)cc2)cc1
  i	i	i	-24	i	i	-7	i	i	·	i
- COc1cc(CNCC(C)C)c(Br)cc1OCC(=O)NCc1ccccc1
  i	i	i	1	i	i	-16	i	i	3	i
- COc1cc(CNc2ccc3[nH]c(=O)[nH]c3c2)ccc1OCc1ccc(F)cc1
  i	i	i	-1	i	i	-3	i	i	-3	i
- COC(=O)c1cc(Cl)c(NC(=O)c2cc3ccccc3o2)cc1OC
  i	i	i	5	i	i	-1	i	i	-4	i
- Cc1cc(C)n2nc(C(=O)NNC(=O)c3ccccc3)nc2n1
  i	i	i	-3	i	i	-1	i	i	4	i
- O=C(CCCc1ccccc1)Nc1ccnn1C1CCN(Cc2ccccc2)CC1
  i	i	i	-1	i	i	-8	i	i	-3	i
- Cc1ccc(NC(=O)COC(=O)CCc2nc3ccccc3c(=O)[nH]2)cc1Cl
  i	i	i	9	i	i	-20	i	i	0	i
- CCCc1cc(=O)oc2cc(OC(=O)CN3C(=O)NC4(CCCC4)C3=O)ccc12
  i	i	i	-44	i	i	-4	i	i	-1	i
- Nc1ccc(-c2nnc(-c3ccc(N)cc3)o2)cc1
  i	i	i	-5	i	i	-5	i	i	7	i
- CC1CN(C(=O)CSc2nc(-c3ccc(F)cc3)cs2)CC(C)O1 (stereo not drawn)
  i	i	i	4	i	i	-10	i	i	1	i
- COc1ccccc1N(CC(=O)NCCSCc1ccco1)S(=O)(=O)c1ccccc1
  i	i	i	6	i	i	-9	i	i	-2	i
- CC1CCCN(C(=O)CSc2nc3ccccc3o2)C1 (stereo not drawn)
  i	i	i	3	i	i	-8	i	i	-7	i
- Cc1ccc(S(=O)(=O)NCC(=O)N2CCOCC2)cc1
  i	i	i	1	i	i	-3	i	i	-1	i
- CCn1c(Oc2ccccc2C)nc2c1c(=O)n(C)c(=O)n2C
  i	i	i	3	i	i	0	i	i	1	i
- CCCn1nnnc1NCc1ccccc1OCc1cccs1
  i	i	i	-1	i	i	-11	i	i	5	i
- CC1(C)CC(=O)C(C=NCCN2CCNCC2)=C(O)C1
  i	i	i	-3	i	i	-2	i	i	-10	i
- COc1ccc(OC)c(C2=NOC(C(=O)NCC3CCCO3)C2)c1 (stereo not drawn)
  i	i	i	-1	i	i	-5	i	i	6	i
- COc1ccc(CC(=S)N2CCOCC2)cc1F
  i	i	i	-3	i	i	-1	i	i	2	i
- Cc1cc(NC(=O)CSc2nccn2-c2cccc(Cl)c2)no1
  i	i	i	3	i	i	-7	i	i	0	i
- COc1ccc(/C=N/NC(=O)c2ccc(C)nc2)cc1O
  i	i	i	4	i	i	-4	i	i	1	i
- COc1ccc(OCc2nc(C#N)c(NCCCn3ccnc3)o2)cc1
  i	i	i	-10	i	i	-5	i	i	2	i

(further entries)
Each structure is followed by: TMEM16A act	KCNQ1 inh	RGS4 pot	HDAC3 inh	KCNK9 inh	TMEM16A inh	hERG protect	RGS4 inh	KCNK3 inh	SKKanGAS inh	KCNQ1 pot
- CC(NC(=O)Cn1nc(-c2ccccc2)ccc1=O)c1ccccc1 (stereo not drawn)
  i	i	i	-2	i	i	-8	i	i	5	i
- COc1ccccc1N1CCN(C(=O)CN(C)S(=O)(=O)c2cc(C)ccc2OC)CC1
  i	i	i	2	i	i	-10	i	i	6	i
- Cc1ccc(C(=O)N/C(=C/c2ccc(-c3ccc([N+](=O)[O-])cc3)o2)C(=O)NCCCN(C)C)cc1
  i	i	i	11	i	i	-19	i	i	2	i
- CCC1(C)CC2(CCCN(CCC(O)(c3ccccc3)c3ccccc3)C2)CCO1 (stereo not drawn)
  i	i	i	0	i	i	-8	i	i	1	i
- CNc1nc(N2CCc3ccccc32)ncc1F
  i	i	i	2	i	i	-4	i	i	2	i
- O=C(NCc1ccccn1)C1CC(=O)N(C2CCCC2)C1 (stereo not drawn)
  i	i	i	·	i	i	-10	i	i	-5	i
- O=C(Nc1ccc(S(=O)(=O)Nc2nccs2)cc1)C1CCCCC1
  i	i	i	-7	i	i	-13	i	i	-6	i
